# Rac1 GTP hydrolysis = MgcRacGAP GTPase-activating activity inhibitors, confirmation, biochemical, ADP Hunter fluorescence | AID 624330 | 340,000 tested, 0.6% active | MgcRacGAP-stimulated Rac1 GTP hydrolysis, ADP Hunter fluorescence; higher % means a stronger effect; GST-tagged Rac1 F28L mutant substrate | inhibition, % at 30 µM, or IC50 in µM where a hit was titrated;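 active means first-screen hits whose inhibition reached a set limit at any dose in the follow-up dose series; inconclusive means inhibition above the set first-screen limit but never retested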;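 further: fluorescence reports GDP produced by GAP-driven GTP hydrolysis; strong numbers were not always called active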
# Large T inhibition = SV40 large T antigen inhibitors, biochemical (AID 1903); 310,000 tested, 0.39% active; SV40 large T antigen ATPase/helicase inhibition assay; higher % means a stronger effect; inhibition, % at 20 µM, or IC50 in µM where a hit was titrated; in the data active means a potency from the dose series; inconclusive means inhibition mostly from about 32% at the one dose, without a potency; inactive means the rest, 99 in 100 with inhibition below about 32%; further: strong numbers were not always called active
# ER stress rescue = rescue of cells from ER stress-induced death, primary screen, 384-well, CSM14.1, thapsigargin, ATP luminescence (AID 1222). CSM14.1 thapsigargin-induced death rescue, ATP luminescence; higher % means a stronger effect. one-dose cellular ATP content (survival), % at 20 µM; EC50 in µM for titrated hits. 190,000 tested, under 10 active;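 active means EC50 below 50 µM in the dose-response confirmation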;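 further: death triggered by thapsigargin at about 15 µM added after 2 h compound pretreatment; cell ATP read after overnight thapsigargin exposure of roughly 18 to 22 hours; normalized against plate controls of thapsigargin alone and 5% DMSO vehicle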
# LYP phosphatase = inhibitors of LYP phosphatase, biochemical, fluorescence intensity, uHTS (AID 1779); one-dose inhibition, % at 11.5 µM; IC50 in µM for titrated hits; 290,000 tested, 0.054% active; recombinant LYP phosphatase, fluorescence intensity; higher % means a stronger effect; in the data active means inhibition above about 50%;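 further: plate controls were vehicle with enzyme for no effect and no enzyme for full effect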
# PhoP inhibition = PhoP-dependent GFP reporter repression – Salmonella Typhimurium, primary screen (AID 1863); S. Typhimurium PhoP-regulated promoter GFP reporter, 4 h; higher % means a stronger effect; one-dose inhibition, % at 50 µM; IC50 in µM for titrated hits; 300,000 tested, 0.16% active;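 active means inhibition over 29.93%, a cutoff 3 SD above the screen mean, later confirmed by dose response; inconclusive means inhibition over 29.93% but no dose response follow-up; inactive means inhibition at most 29.93% or unconfirmed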;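 further: 0% = low Mg2+ inducing control and 100% = high Mg2+ repressing control; strong numbers were not always called active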
# NS5 inhibitors = flavivirus cap methylation enzyme inhibition – biochemical, confirmation dose response, primary screen (AID 588689); Dengue-2 NS5 methyltransferase capping enzyme assay, biochemical; higher % means a stronger effect; one-dose inhibition, % at 25 µM; IC50 in µM for titrated hits; 340,000 tested, 0.3% active; in the data active means a potency from the dose series; inconclusive means inhibition above about 29% without an active follow-up result
# RSV antiviral HEp-2 = inhibition of RSV-induced cytopathic effect – HEp-2 cells, primary 10 µM value included (AID 2391); CPE inhibition, % at 10 µM; hits with a dose series show IC50 in µM; HEp-2 cells, RSV-induced CPE inhibition; higher % means a stronger effect; 310,000 tested, 0.13% active; in the data active means a potency from the dose series; inconclusive means CPE inhibition mostly from about 23% at the one dose, without a potency; inactive means the rest, 99 in 100 with CPE inhibition below about 21%; further: strong numbers were not always called active
# West Nile antiviral = inhibition of WNV-induced cytopathic effect – cell-based, CPE readout (AID 1621) | West Nile virus-infected cells, CPE inhibition; higher % means a stronger effect | CPE inhibition, % at 10 µM; hits with a dose series show IC50 in µM | 290,000 tested, 0.02% active; in the data active means a potency from the dose series; inconclusive means CPE inhibition mostly from about 3.7% at the one dose, without a potency; inactive means the rest, 99 in 100 with CPE inhibition below about 2.2%; further: strong numbers were not always called active
# GPR35 antagonists = GPR35 antagonists blocking zaprinast-driven arrestin recruitment, primary screen, imaging, U2OS, beta-arrestin-GFP, zaprinast agonist (AID 2058); U2OS GPR35 beta-arrestin-GFP translocation imaging, zaprinast antagonism; higher % means a stronger effect; inhibition, % at 10 µM, or IC50 in µM where a hit was titrated; 290,000 tested, 0.052% active;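 active means inhibition of at least 50% with at least 30 cells and total cytoplasm GFP at most 10,000,000; inconclusive means under 30 cells or total GFP of 10,000,000 plus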
# NS5 inhibitors pilot replicate = second read-out of NS5 inhibitors, no call of its own (marks repeat the call); inhibition, %; measured here: pilot screen replicate inhibition
# * hit, by the source's call; ? = inconclusive; . = no result given. No enrichment for hits; any-hit rate near 1.5%.
SMILES,Rac1 GTP hydrolysis,Large T inhibition,ER stress rescue,LYP phosphatase,PhoP inhibition,NS5 inhibitors,RSV antiviral HEp-2,West Nile antiviral,GPR35 antagonists,others
CCN(c1ccc(OC)cc1)S(=O)(=O)c1ccc2c(c1)CCN2C(=O)CCC(=O)O,8%,18%,-3.0%,2%,4%,-6%,2.0%,-0.1%,4%,
Cc1ccc(Cn2c(=N)c(S(=O)(=O)c3ccc(Br)cc3)cc3c(=O)n4ccccc4nc32)cc1,8%,3%,.,-6%,-6%,?,3.0%,-0.3%,2%,
C=CCOc1ccccc1CN1CCSCC1,14%,-7%,1.0%,-9%,0%,1%,2.3%,-0.7%,9%,
COC(=O)CCSc1nc(N2CCOCC2)c2c(c1C#N)CC(C)(C)OC2,2%,6%,.,-1%,-5%,-9%,0.1%,-0.1%,-1%,
COc1ccc(S(=O)(=O)n2oc(=O)cc2-c2ccccc2)cc1OC,6%,19%,-5.0%,0%,5%,0%,2.5%,0.3%,1%,
COc1ccc(C(=O)N2CCOC2CNC(=O)C(=O)NCc2ccc(Cl)cc2)cc1 (centres undefined),-4%,6%,.,0%,4%,-5%,1.7%,-1.0%,-9%,
CS(=O)(=O)N(CC(=O)Nc1ccccc1-c1ccccc1)c1cccc(F)c1,5%,9%,-0.5%,-4%,1%,-12%,0.8%,-0.4%,15%,
CN(C)c1ccnc2sc3c(NCC(O)CO)ncnc3c12 (centres undefined),7%,-10%,-3.0%,-8%,12%,-2%,3.6%,0.5%,-2%,
CCN1C(=NCc2ccccc2)N[C@@H](c2ccccc2)[C@H](C(=O)OC)[C@H]1C,-9%,15%,.,-4%,1%,32%,0.4%,-1.1%,1%,
CN(C)C(=O)/C=C\c1cn(-c2ccccc2)nc1-c1ccc2c(c1)OCCO2,9%,6%,0.7%,-1%,-7%,-7%,5.5%,-0.2%,-18%,
Nc1nonc1-n1nnc(C(=O)N/N=C/c2ccccc2Cl)c1-c1ccccc1,5%,4%,.,-4%,10%,-9%,0.1%,-0.5%,-6%,
Cc1cc(SCC(=O)c2ccc(O)c(O)c2)nc2ccccc12,58µM*,35%,5.3%,2%,-9%,-1%,17%,-0.6%,6%,
Cc1ccc(CSc2nc3ncccc3[nH]2)cc1,12%,1%,-2.2%,-4%,6%,-1%,1.7%,0.3%,5%,
Cn1cc(C(=O)C(=O)NC2CCCCC2)c2ccccc21,10%,4%,.,3%,-2%,-6%,2.4%,1.2%,-2%,
O=C1CCC(C(=O)Nc2cccc3ccccc23)N1 (centres undefined),4%,-9%,-2.0%,-7%,1%,6%,2.4%,.,-1%,
CC(=O)Nc1ccc(S(=O)(=O)n2cnc3ccccc32)cc1,-1%,16%,-2.1%,-2%,-7%,-3%,1.1%,0.5%,-6%,
Cc1c(Br)c([N+](=O)[O-])nn1CC(=O)N1CCc2ccccc2C1,11%,7%,-8.6%,-6%,5%,-2%,1.8%,-0.8%,-7%,
C/C=C\C(=O)Nc1cccc(C2=NOC3(C2)C[C@@H](C(N)=O)N(C(=O)C2(C)CC2)C3)c1 (some centres undefined),6%,3%,.,-4%,-7%,-2%,-0.2%,0.3%,-8%,
CCNc1cc(Cl)nc(SC)n1,-1%,14%,-0.4%,-5%,-3%,.,1.8%,.,-1%,
Cc1ccc2c(c1)N(C(=O)CCC(=O)NCc1cccnc1)CC(C)O2 (centres undefined),2%,4%,.,-9%,.,-1%,2.4%,0.2%,8%,
Cc1ccc(/C=N/NC(=O)CN2CCN(S(=O)(=O)c3ccc(Br)cc3)CC2)s1,7%,13%,-0.6%,5%,-5%,0%,1.8%,.,-13%,
CCn1c(SCc2cccc(C(=O)O)c2)nnc1-c1ccccc1,1%,8%,0.6%,-8%,0%,-1%,2.2%,0.3%,-8%,
O=C(CCNS(=O)(=O)c1cccc2nsnc12)N1CC(=O)N(CCc2ccccc2)C(=O)C1,3%,2%,-1.4%,-4%,-6%,-5%,-0.1%,0.0%,7%,NS5 inhibitors pilot replicate=-3.5
Fc1cc(NCc2ccccc2)nc(NCc2ccccc2)n1,-3%,13%,-4.9%,-5%,7%,9%,9.0%,-0.7%,5%,
O=C(NC1CC1)c1cc(Cl)ccc1[N+](=O)[O-],7%,10%,5.8%,-5%,4%,-3%,-0.6%,-0.4%,-9%,
O=C(OCC(=O)N1CCCc2ccccc21)c1cncc(Br)c1,-2%,8%,-3.2%,-6%,-14%,6%,-0.4%,0.8%,-3%,
Cc1nccn1CC(=O)O,.,.,-1.9%,-3%,.,.,0.0%,0.6%,-10%,
CCN(Cc1ccccc1)S(=O)(=O)c1c[nH]c(C(=O)OC)c1,0%,.,.,-8%,.,-4%,0.3%,-0.2%,-2%,
O=C(/C=C/c1ccc(Br)cc1)c1ccco1,14%,10%,-1.5%,1%,11%,-31%,0.4%,?,-7%,
COc1cccc(NS(=O)(=O)c2cc(C)sc2C)c1,-6%,10%,-0.2%,-3%,-12%,-1%,9.6%,-0.2%,-6%,
O=C(Nc1cccc(C2=NCCN2)c1)Nc1cccc(C2=NCCN2)c1,27%,7%,.,.,-9%,1%,1.4%,.,.,
CN1CCC(NC(=O)c2cccs2)CC1,-5%,1%,.,-5%,24%,-4%,0.5%,0.3%,-3%,
Cc1nn(C(=O)Cn2ccc([N+](=O)[O-])n2)c(C)c1Cl,10%,12%,.,-8%,2%,-5%,0.1%,-0.2%,-7%,
O=C(CN(C(=O)c1csnn1)c1ccccc1)NCc1ccc2c(c1)OCO2,2%,-33%,.,-5%,6%,-6%,-0.8%,-0.3%,-3%,
COc1ccc(OC)c(NC(=O)c2ccc(OCC(=O)N3CCOCC3)c(OC)c2)c1,8%,21%,.,.,-6%,-5%,-1.3%,.,.,
CCOC(=O)N1CCN(c2c(NCCCN3CCCC(C)C3)c(=O)c2=O)CC1 (centres undefined),2%,-5%,-0.5%,-3%,2%,-2%,-0.9%,0.3%,-10%,
O=C1CC(c2ccccc2)n2nc(NC(=O)c3cccnc3)nc2N1 (centres undefined),.,4%,-0.5%,-5%,5%,.,.,0.2%,-9%,
COc1ccc(C(=O)Cn2nnc(-c3ccc(N4CCOCC4)cc3)n2)cc1OC,-10%,18%,-0.3%,0%,-9%,10%,2.0%,1.0%,27%,
COc1ccc(-c2nc3ccccc3s2)cc1O,12%,16%,.,-6%,-3%,2%,5.3%,0.2%,15%,
Cc1cc(C(=O)N2CCN(C(=O)C3CCCO3)CC2)no1 (centres undefined),4%,-7%,1.0%,-5%,8%,-4%,.,0.4%,-5%,
O=[N+]([O-])c1cccc(S(=O)(=O)Nc2ccc(S(=O)(=O)NCC3CCCO3)cc2)c1 (centres undefined),3%,3%,.,-10%,-2%,-1%,0.5%,0.2%,-10%,
CCCCCCNS(=O)(=O)c1ccc(NC(=O)C2CCCO2)cc1 (centres undefined),7%,5%,-2.2%,3%,4%,-8%,0.7%,-1.6%,20%,
Cc1ccc2c(CC(=O)NNC(=O)c3ccccc3O)coc2c1,-9%,9%,.,.,-5%,-3%,13%,.,.,
CC(C)(C)NC(=O)C(c1ccccn1)N(C(=O)C1CSC(=O)C1)c1cccc(F)c1 (centres undefined),-2%,5%,2.0%,-8%,-8%,-8%,2.7%,-0.8%,-9%,
CCCCNC(=S)N(CCN(CC)CC)Cc1cc2cc3c(cc2[nH]c1=O)OCO3,8%,3%,.,-12%,11%,-2%,-0.7%,-0.7%,-1%,
NC(=O)c1sc2nc(N3CCCCC3)c3c(c2c1N)CCCC3,0%,13%,-4.6%,1%,-9%,-5%,58%,0.8%,-6%,
CC(C)c1ccc2[nH]c(O)c(N=NC(=O)c3cccc(S(=O)(=O)Nc4ccccc4Cl)c3)c2c1,5%,-5%,-2.3%,0%,-11%,-5%,5.3%,1.7%,9%,
CCc1nc2ccccc2n1Cc1cc(=O)n2cc(C)ccc2n1,8%,3%,4.8%,-8%,-4%,2%,?,-0.5%,3%,
O=C(NCCc1ccccc1)c1cnc2n(c1=O)CCS2,0%,10%,-1.0%,0%,-1%,5%,-2.1%,-0.1%,-12%,
CCCn1c(SCC(=O)N2CCN(C(=O)c3ccco3)CC2)nc2ccccc2c1=O,.,3%,-2.1%,-3%,-2%,.,0.1%,-0.7%,-5%,
COc1cccc(-n2nc3c(=O)n(Cc4ccccc4Cl)nc(C)c3c2C)c1,6%,11%,2.5%,-5%,1%,0%,0.4%,-0.4%,2%,
Cc1onc(-c2c(Cl)cccc2Cl)c1C(=O)Nc1nc(C(C)(C)C)cs1,11%,5%,.,0%,5%,8%,56%,-0.4%,22%,
CC(C)c1ccc(NC(=O)c2ccc(Br)o2)cc1,6%,5%,-5.2%,-2%,4%,-4%,?,-0.6%,-14%,

# Entries from the list above that have an aryl methoxy group (eight):
SMILES,Rac1 GTP hydrolysis,Large T inhibition,ER stress rescue,LYP phosphatase,PhoP inhibition,NS5 inhibitors,RSV antiviral HEp-2,West Nile antiviral,GPR35 antagonists,others
CCN(c1ccc(OC)cc1)S(=O)(=O)c1ccc2c(c1)CCN2C(=O)CCC(=O)O,8%,18%,-3.0%,2%,4%,-6%,2.0%,-0.1%,4%,
COc1ccc(S(=O)(=O)n2oc(=O)cc2-c2ccccc2)cc1OC,6%,19%,-5.0%,0%,5%,0%,2.5%,0.3%,1%,
COc1ccc(C(=O)N2CCOC2CNC(=O)C(=O)NCc2ccc(Cl)cc2)cc1 (centres undefined),-4%,6%,.,0%,4%,-5%,1.7%,-1.0%,-9%,
COc1cccc(NS(=O)(=O)c2cc(C)sc2C)c1,-6%,10%,-0.2%,-3%,-12%,-1%,9.6%,-0.2%,-6%,
COc1ccc(OC)c(NC(=O)c2ccc(OCC(=O)N3CCOCC3)c(OC)c2)c1,8%,21%,.,.,-6%,-5%,-1.3%,.,.,
COc1ccc(C(=O)Cn2nnc(-c3ccc(N4CCOCC4)cc3)n2)cc1OC,-10%,18%,-0.3%,0%,-9%,10%,2.0%,1.0%,27%,
COc1ccc(-c2nc3ccccc3s2)cc1O,12%,16%,.,-6%,-3%,2%,5.3%,0.2%,15%,
COc1cccc(-n2nc3c(=O)n(Cc4ccccc4Cl)nc(C)c3c2C)c1,6%,11%,2.5%,-5%,1%,0%,0.4%,-0.4%,2%,

# Screening results as filed in PubChem BioAssay.
